Assay outcomes from PubChem BioAssay.
TNF necrop inh: inhibitors of TNF-alpha triggered necroptosis, primary screen, cell-based, Jurkat FADD-/-, single concentration; Jurkat FADD-/- TNF necroptosis rescue, ATP luminescence, 24 h; 0 = TNF only, 100 = no-TNF cells; activation (protection from cell death), % at 10 µM; actives 0.068% (n = 220,000);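 active means activation, meaning protection from cell death, of at least 50% relative to plate controls; inactive means activation below 50%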;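 further: necroptosis triggered by 40 ng/mL TNF-alpha added together with compound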
CHOP inhibitor: inhibitors of CHOP promoter induction, primary screen, cell-based, unfolded protein response, luciferase reporter; CHO-K1 CHOP-promoter luciferase, tunicamycin-induced, 15-18 h; inhibition, % at 10 µM; actives 3.8% (n = 220,000); AID 2732, 2010;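 active means compounds that reduced the stress-induced luciferase reporter signal by more than about 70% of percent inhibition, limit read from the data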;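 further: 0% = tunicamycin plus vehicle and 100% = wells without tunicamycin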
TRPN1 ag: zebrafish TRPN1 channel agonists, primary screen, cell-based, HEK293, calcium fluorescence; activation, % at 3 µM; HEK293 zebrafish TRPN1-YFP, Fluo-8 calcium fluorescence; 100% = response to 87 µM carbachol; actives 0.18% (n = 220,000); transient receptor potential cation channel N1 (TRPN1/NompC), Danio rerio;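 active means activation above its plate's cutoff, the mean activation of test wells on that plate plus 3 SD, cut at about 19% in these data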;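 further: 0% = DMSO alone and 100% = 87 µM carbachol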
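Assay system: Zebrafish TRPN1-YFP in HEK293 cells | Incubation: Dye loading 1 h at 37 °C, then 30 min room temperature | Measured by: Kinetic Fluo-8 fluorescence, ex 470-495, em 515-575 nm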
MDM2 E3 inh: MDM2-luciferase reporter signal enhancers, primary screen, MDM2 E3 ligase inhibitor project, cell-based, luminescence, 1536-well. actives 0.11% (n = 210,000). E3 ubiquitin-protein ligase Mdm2 (Homo sapiens), Q00987. signal enhancement, % at 5 µM. cell-based MDM2 ubiquitination luciferase reporter, 2 h; 0 = plate control, 100 = twice control, blank-subtracted. AID 1230, 2008;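 active means signal enhancement of 30% or more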;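 further: luminescence tracks abundance of the self-degrading MDM2-luciferase fusion protein; higher signal means inhibition of MDM2 E3 ligase activity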
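Material: stable MDM2–luciferase fusion reporter cells / Quantity: 2000 cells/well / Dosing: single 5 µM compound dose, 0.2% final DMSO / Buffer or medium: DMEM / Schedule: 4 h cell settling then 2 h compound exposure, 37 °C / Detection: luminescence with SteadyLite reagent, 15 min at room temperature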
PPC-1+TRAIL kill: compounds killing PPC-1 cancer cells with TRAIL present, primary screen, TRAIL potentiator project, ATPLite luminescence, uHTS; PPC-1 cells + TRAIL, ATPLite viability luminescence; cell killing (% activity), % at 4 µM; actives 0.41% (n = 220,000);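 active means cell killing above 50% in the first pass at 4 µM, then a duplicate retest at 5 µM averaging 50% or more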;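 further: plate controls were cells with TRAIL plus DMSO for no effect and medium-only wells lacking cells for full effect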
Runt-SMMHC FRET: inhibitors of RUNX1 Runt–CBFb-SMMHC binding, primary screen, biochemical, FRET, Cerulean-Runt, Venus-CBFb-SMMHC, uHTS; Cerulean-Runt/Venus-CBFb-SMMHC FRET ratio 530/480, 1 h; inhibition, % at 20 µM; actives 0.74% (n = 220,000);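 active means mean inhibition across duplicate retests at 20 µM reaching about 50%, limit read from the data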;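 further: 0% = DMSO wells and 100% = wells with excess untagged CBFb-SMMHC; inhibitors lower the FRET ratio by blocking Runt binding to CBFb-SMMHC; some results filed as inactive read as strong as hits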
Target sequence (Q01196 whole entry, looked up): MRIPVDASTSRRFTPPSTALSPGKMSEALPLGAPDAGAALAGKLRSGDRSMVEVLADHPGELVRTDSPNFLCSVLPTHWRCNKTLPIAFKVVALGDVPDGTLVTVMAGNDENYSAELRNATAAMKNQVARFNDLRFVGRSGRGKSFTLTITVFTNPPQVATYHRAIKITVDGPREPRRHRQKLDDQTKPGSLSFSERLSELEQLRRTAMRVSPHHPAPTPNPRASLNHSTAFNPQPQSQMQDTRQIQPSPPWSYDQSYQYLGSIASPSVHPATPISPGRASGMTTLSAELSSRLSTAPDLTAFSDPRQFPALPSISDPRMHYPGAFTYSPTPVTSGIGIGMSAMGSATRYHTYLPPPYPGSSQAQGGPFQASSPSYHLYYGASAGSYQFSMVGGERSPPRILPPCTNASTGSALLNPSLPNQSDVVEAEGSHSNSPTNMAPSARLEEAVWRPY
Target sequence (Q13951 whole entry, looked up): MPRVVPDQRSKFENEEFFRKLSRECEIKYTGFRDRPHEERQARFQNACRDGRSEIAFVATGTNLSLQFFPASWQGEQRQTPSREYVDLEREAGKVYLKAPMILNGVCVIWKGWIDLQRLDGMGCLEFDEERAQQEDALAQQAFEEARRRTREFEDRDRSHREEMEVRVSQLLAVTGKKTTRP
EBV gp42 block: Epstein-Barr virus gp42 inhibitors, primary screen, biochemical, uHTS, fluorescence polarization. Fluorescence polarization binding assay, mP read-out. inhibition, % (tested at 21.74 µM). actives 0.42% (n = 220,000). AID 1085, 2008; in the data active means inhibition above about 50%
TRPML3 agonist: human TRPML3 channel agonists, primary screen, cell-based, HEK293 TRPML3-YFP, Fluo-8 calcium fluorescence, 3 µM. activation, % at 3 µM. 100% = the carbachol control signal. actives 0.29% (n = 220,000);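 active means activation above its plate's cutoff, the mean activation of the plate's test wells plus 3 SD, cut at about 12% in these data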;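 further: 0% = DMSO only wells and 100% = carbachol wells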
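Test system: HEK293 cells stably carrying human TRPML3-YFP; Doses: single dose, 3 µM final nominal compound, 0.3% DMSO final; Schedule: dye loading 1 h 37 °C then 30 min ambient, 125 s read; Technique: Fluo-8 calcium fluorescence; Benchmarks: high control carbachol 87 µM, low control DMSO.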
p47phox inh: p47phox/p22phox peptide binding inhibitors, primary screen, biochemical, uHTS, NADPH oxidase regulatory subunit. Neutrophil cytosol factor 1 (Homo sapiens), P14598. fluorescence polarization, 2 h. inhibition, % at 24.7 µM. actives 0.53% (n = 220,000);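 active means inhibition above about 30%, limit read from the data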;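 further: 0% = p47phox with labelled peptide and 100% = labelled peptide alone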
Target sequence (P14598 whole entry, looked up): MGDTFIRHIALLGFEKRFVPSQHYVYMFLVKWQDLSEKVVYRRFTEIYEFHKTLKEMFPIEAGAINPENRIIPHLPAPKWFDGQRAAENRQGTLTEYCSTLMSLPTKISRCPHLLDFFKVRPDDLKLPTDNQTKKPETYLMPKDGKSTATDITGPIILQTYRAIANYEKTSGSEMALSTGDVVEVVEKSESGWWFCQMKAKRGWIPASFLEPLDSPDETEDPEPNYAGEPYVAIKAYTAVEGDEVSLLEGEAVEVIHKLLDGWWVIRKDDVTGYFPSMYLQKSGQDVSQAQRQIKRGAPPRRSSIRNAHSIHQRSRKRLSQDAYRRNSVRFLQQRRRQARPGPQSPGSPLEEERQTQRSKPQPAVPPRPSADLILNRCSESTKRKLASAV
Numbers without * were called inactive.

Results for CCC(CC)c1nc2ccccc2c(=O)[nH]1 ?
TNF necrop inh: -0.1; CHOP inhibitor: -8; TRPN1 ag: -0.6; MDM2 E3 inh: -10; PPC-1+TRAIL kill: 13; Runt-SMMHC FRET: -1; EBV gp42 block: -1; TRPML3 agonist: -0.5; p47phox inh: 0

How did COc1ccc(C2C(C(=O)Nc3cc(OC)c(OC)c(OC)c3)c3ccccc3C(=O)N2C)cc1 (configuration not stated) do in these assays?
TNF necrop inh: -8.6; CHOP inhibitor: -22; TRPN1 ag: 0.1; MDM2 E3 inh: -1; PPC-1+TRAIL kill: 7; Runt-SMMHC FRET: 4; EBV gp42 block: -5; TRPML3 agonist: -0.7; p47phox inh: 0

Results for COc1c(Br)cc(Br)cc1/C=N/NC(=O)c1ccncc1 ?
TNF necrop inh: -3.6; CHOP inhibitor: 23; TRPN1 ag: 0.7; MDM2 E3 inh: 9; PPC-1+TRAIL kill: 9; Runt-SMMHC FRET: 1; EBV gp42 block: -3; TRPML3 agonist: 0.3; p47phox inh: 0

How did C=CCN=C1S/C(=C\c2ccc(N(C)C)cc2)C(=O)N1CC=C do in these assays?
TNF necrop inh: 2.6; CHOP inhibitor: -36; TRPN1 ag: 0.5; MDM2 E3 inh: -9; PPC-1+TRAIL kill: 14; Runt-SMMHC FRET: -32; EBV gp42 block: -47; TRPML3 agonist: 1.1; p47phox inh: -41

Results for O=[N+]([O-])c1ccc(N2CCOCC2)cc1SCc1ccco1 ?
TNF necrop inh: -0.5; CHOP inhibitor: 0; TRPN1 ag: -1.3; MDM2 E3 inh: -2; PPC-1+TRAIL kill: 22; Runt-SMMHC FRET: 18; EBV gp42 block: -1; TRPML3 agonist: 0.2; p47phox inh: -6

What do the screens show for `Cc1ccc(Oc2nc(-c3ccccc3)ncc2S(C)(=O)=O)cc1`?
TNF necrop inh: -2.7; CHOP inhibitor: 28; TRPN1 ag: -0.2; MDM2 E3 inh: -12; PPC-1+TRAIL kill: 24; Runt-SMMHC FRET: 5; EBV gp42 block: -9; TRPML3 agonist: 0.5; p47phox inh: -10

Results for CCOc1ccc(N2CC(C(=O)NCCC3=CCCCC3)CC2=O)cc1 (configuration not stated) ?
TNF necrop inh: 0.4; CHOP inhibitor: 23; TRPN1 ag: 0.0; MDM2 E3 inh: 11; PPC-1+TRAIL kill: 14; Runt-SMMHC FRET: 0; EBV gp42 block: -2; TRPML3 agonist: 0.4; p47phox inh: -9

How did Cc1ccc(-c2nc3ccccc3o2)cc1NC(=S)NC(=O)c1cccs1 do in these assays?
TNF necrop inh: -2.7; CHOP inhibitor: 82*; TRPN1 ag: 1.3; MDM2 E3 inh: -7; PPC-1+TRAIL kill: 10; Runt-SMMHC FRET: 4; EBV gp42 block: -5; TRPML3 agonist: 0.0; p47phox inh: -49

How did Fc1ccc(-n2c(-c3cc(C4CC4)[nH]n3)n[nH]c2=S)cc1Cl do in these assays?
TNF necrop inh: 3.1; CHOP inhibitor: -1; TRPN1 ag: -0.1; MDM2 E3 inh: -19; PPC-1+TRAIL kill: -15; Runt-SMMHC FRET: 10; EBV gp42 block: -23; TRPML3 agonist: 0.6; p47phox inh: -20

Results for CCc1nc(SCc2cc(Cl)ccc2OC)n[nH]1 ?
TNF necrop inh: -1.6; CHOP inhibitor: 28; TRPN1 ag: -1.1; MDM2 E3 inh: -9; PPC-1+TRAIL kill: 11; Runt-SMMHC FRET: 0; EBV gp42 block: -13; TRPML3 agonist: -1.0; p47phox inh: -14

Results for O=C1Nc2ccc([N+](=O)[O-])cc2C1(O)N1CCCCC1 (configuration not stated) ?
TNF necrop inh: -2.6; CHOP inhibitor: 26; TRPN1 ag: -0.8; MDM2 E3 inh: 10; PPC-1+TRAIL kill: 7; Runt-SMMHC FRET: -2; EBV gp42 block: -11; TRPML3 agonist: -0.2; p47phox inh: -4

Results for C/C(=C\c1ccccc1)C(=O)NC1CCSC1=O (configuration not stated) ?
TNF necrop inh: -1.4; CHOP inhibitor: -20; TRPN1 ag: 2.0; MDM2 E3 inh: -13; PPC-1+TRAIL kill: 17; Runt-SMMHC FRET: -1; EBV gp42 block: -22; TRPML3 agonist: -0.2; p47phox inh: 3

What do the screens show for `COc1cccc(CNC(=O)C2CCC(CNc3c(N4CCC(C)CC4)c(=O)c3=O)CC2)c1` (configuration not stated)?
TNF necrop inh: 0.2; CHOP inhibitor: 29; TRPN1 ag: 1.5; MDM2 E3 inh: -11; PPC-1+TRAIL kill: 7; Runt-SMMHC FRET: 1; EBV gp42 block: -18; TRPML3 agonist: 1.1; p47phox inh: -4

What do the screens show for `c1ccc(OCCSc2nnc3sc4ccccc4n23)cc1`?
TNF necrop inh: -4.1; TRPN1 ag: -1.6; MDM2 E3 inh: -83; PPC-1+TRAIL kill: 40; Runt-SMMHC FRET: 3; EBV gp42 block: 9; TRPML3 agonist: -0.8; p47phox inh: 0

How did O=S(=O)(c1cccs1)n1cccn1 do in these assays?
TNF necrop inh: -2.0; CHOP inhibitor: 6; TRPN1 ag: 0.5; MDM2 E3 inh: -22; PPC-1+TRAIL kill: 13; Runt-SMMHC FRET: 4; EBV gp42 block: 7; TRPML3 agonist: 1.4; p47phox inh: -5

What do the screens show for `CCOc1cc(C=C(C(=O)OC)C(=O)OC)ccc1OCc1ccc([N+](=O)[O-])cc1`?
TNF necrop inh: -21; CHOP inhibitor: 99*; TRPN1 ag: 0.1; MDM2 E3 inh: -8; PPC-1+TRAIL kill: 15; Runt-SMMHC FRET: 3; EBV gp42 block: -8; TRPML3 agonist: -0.5; p47phox inh: -17

How did CCOC(=O)c1c(NC(=O)CSc2nc3cc(Cl)ccc3c(=O)n2Cc2ccco2)sc(C(=O)N(C)C)c1C do in these assays?
TNF necrop inh: -7.9; CHOP inhibitor: 40; TRPN1 ag: 2.3; MDM2 E3 inh: -6; PPC-1+TRAIL kill: 13; Runt-SMMHC FRET: 2; EBV gp42 block: -31; TRPML3 agonist: 0.9; p47phox inh: -76

Results for O=C(Nc1nc2ccc(Cl)cc2s1)c1ccc(N2CCCCC2)c([N+](=O)[O-])c1 ?
TNF necrop inh: 3.0; CHOP inhibitor: -9; TRPN1 ag: 0.4; MDM2 E3 inh: -3; PPC-1+TRAIL kill: 14; Runt-SMMHC FRET: 2; EBV gp42 block: 4; TRPML3 agonist: 0.7; p47phox inh: -1

What do the screens show for `O=C(CCNc1ccc(Br)cc1)c1cccc([N+](=O)[O-])c1`?
TNF necrop inh: -4.9; CHOP inhibitor: -28; TRPN1 ag: -0.5; MDM2 E3 inh: 9; PPC-1+TRAIL kill: -3; Runt-SMMHC FRET: 0; EBV gp42 block: -6; TRPML3 agonist: 1.0; p47phox inh: 0

Results for CCOC(=O)Cn1c(=O)n(Cc2ccco2)c(=O)c2ccc(C(=O)NCCc3ccccc3)cc21 ?
TNF necrop inh: 0.2; CHOP inhibitor: 16; TRPN1 ag: 1.6; MDM2 E3 inh: -9; PPC-1+TRAIL kill: 1; Runt-SMMHC FRET: 10; EBV gp42 block: -17; TRPML3 agonist: -0.8; p47phox inh: -21

How did COc1ccc(/C=C(/NC(=O)c2cccc([N+](=O)[O-])c2)C(=O)O)cc1OC do in these assays?
TNF necrop inh: -0.5; CHOP inhibitor: -2; TRPN1 ag: 1.3; MDM2 E3 inh: -27; PPC-1+TRAIL kill: 29; Runt-SMMHC FRET: 0; EBV gp42 block: -12; TRPML3 agonist: 0.2; p47phox inh: -6

How did CC(=O)c1ccc(Sc2nnc(C)s2)c([N+](=O)[O-])c1 do in these assays?
TNF necrop inh: -5.9; CHOP inhibitor: -47; TRPN1 ag: 1.0; PPC-1+TRAIL kill: 10; Runt-SMMHC FRET: 1; EBV gp42 block: -14; TRPML3 agonist: 1.3; p47phox inh: 3

How did Cn1cnnc1SC1c2cccc3cccc(c23)C1NS(=O)(=O)c1ccc(Cl)cc1 (configuration not stated) do in these assays?
TNF necrop inh: 1.4; CHOP inhibitor: 23; TRPN1 ag: 0.7; MDM2 E3 inh: -5; PPC-1+TRAIL kill: 8; Runt-SMMHC FRET: 0; EBV gp42 block: -2; TRPML3 agonist: 0.0; p47phox inh: -1

How did Nc1sc2c(c1C(=O)NC1CCS(=O)(=O)C1)CCCC2 (configuration not stated) do in these assays?
TNF necrop inh: 0.9; CHOP inhibitor: 32; TRPN1 ag: 0.7; MDM2 E3 inh: -5; PPC-1+TRAIL kill: 3; Runt-SMMHC FRET: 16; EBV gp42 block: -17; TRPML3 agonist: 1.3; p47phox inh: -30

Sorted by molecular weight (ascending): part of the list above
How did CC(=O)c1ccc(Sc2nnc(C)s2)c([N+](=O)[O-])c1 do in these assays?
TNF necrop inh: -5.9; CHOP inhibitor: -47; TRPN1 ag: 1.0; PPC-1+TRAIL kill: 10; Runt-SMMHC FRET: 1; EBV gp42 block: -14; TRPML3 agonist: 1.3; p47phox inh: 3

How did Nc1sc2c(c1C(=O)NC1CCS(=O)(=O)C1)CCCC2 (configuration not stated) do in these assays?
TNF necrop inh: 0.9; CHOP inhibitor: 32; TRPN1 ag: 0.7; MDM2 E3 inh: -5; PPC-1+TRAIL kill: 3; Runt-SMMHC FRET: 16; EBV gp42 block: -17; TRPML3 agonist: 1.3; p47phox inh: -30

What do the screens show for `O=C(CCNc1ccc(Br)cc1)c1cccc([N+](=O)[O-])c1`?
TNF necrop inh: -4.9; CHOP inhibitor: -28; TRPN1 ag: -0.5; MDM2 E3 inh: 9; PPC-1+TRAIL kill: -3; Runt-SMMHC FRET: 0; EBV gp42 block: -6; TRPML3 agonist: 1.0; p47phox inh: 0

How did Cn1cnnc1SC1c2cccc3cccc(c23)C1NS(=O)(=O)c1ccc(Cl)cc1 (configuration not stated) do in these assays?
TNF necrop inh: 1.4; CHOP inhibitor: 23; TRPN1 ag: 0.7; MDM2 E3 inh: -5; PPC-1+TRAIL kill: 8; Runt-SMMHC FRET: 0; EBV gp42 block: -2; TRPML3 agonist: 0.0; p47phox inh: -1
